Rac1 GTP hydrolysis – MgcRacGAP GTPase-activating activity inhibitors, confirmation, biochemical, ADP Hunter fluorescence. MgcRacGAP-stimulated Rac1 GTP hydrolysis, ADP Hunter fluorescence; higher % means a stronger effect; GST-tagged Rac1 F28L mutant substrate. inhibition, % at 30 µM, or IC50 in µM where a hit was titrated. 340,000 compounds, 0.6% hits. AID 624330;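 active = first-screen hits whose inhibition reached a set limit at any dose in the follow-up dose series; inconclusive = inhibition above the set first-screen limit but never retested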;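 note: fluorescence reports GDP produced by GAP-driven GTP hydrolysis; strong numbers were not always called active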
Myeloid diff 2 – promotes myeloid progenitor differentiation; ER-HoxA9 myeloid progenitors, lysozyme-GFP differentiation, flow cytometry; calls only at 10 µM; 360,000 compounds, 1% hits; AID 624256;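 active = normalized GFP-positive differentiation at or above the plate's own cutoff, the solvent-only control mean plus 3 SD; inconclusive = no clear call, values can overlap the other calls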;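 note: cells exposed to compound for four days before flow analysis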
NTR1 agonist – NTR1-driven beta-arrestin-GFP spot formation – imaging, U2OS cells, high content, primary screen (AID 493036). P30989. agonist mode. 330,000 compounds, 0.17% hits. activation, % at 20 µM;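 active = activation at or above 40% of the spot to cytoplasm intensity ratio, with at least 20 cells analyzed; inconclusive = wells under 20 cells, flagged as cytotoxic or low count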;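 note: 0% = DMSO without peptide and 100% = 100 nM NTR1 peptide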
Target sequence (P30989 whole entry, looked up): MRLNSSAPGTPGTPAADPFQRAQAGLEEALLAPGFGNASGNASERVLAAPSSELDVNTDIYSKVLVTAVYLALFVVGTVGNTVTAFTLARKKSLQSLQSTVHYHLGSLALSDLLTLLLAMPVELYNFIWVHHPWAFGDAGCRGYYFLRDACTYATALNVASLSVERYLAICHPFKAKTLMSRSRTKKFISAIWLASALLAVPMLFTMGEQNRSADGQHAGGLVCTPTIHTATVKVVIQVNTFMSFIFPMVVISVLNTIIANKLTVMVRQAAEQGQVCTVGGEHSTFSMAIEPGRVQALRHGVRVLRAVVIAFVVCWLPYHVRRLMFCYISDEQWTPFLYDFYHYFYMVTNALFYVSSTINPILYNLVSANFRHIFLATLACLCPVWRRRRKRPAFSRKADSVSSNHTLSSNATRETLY
PhoP inhibition – inhibitors of PhoP regulon expression, primary screen, Salmonella Typhimurium, GFP reporter (AID 1863); S. Typhimurium PhoP-regulated promoter GFP reporter, 4 h; higher % means a stronger effect; one-dose inhibition, % at 50 µM; IC50 in µM for titrated hits; 300,000 compounds, 0.16% hits;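 active = inhibition over 29.93%, a cutoff 3 SD above the screen mean, later confirmed by dose response; inconclusive = inhibition over 29.93% but no dose response follow-up; inactive = inhibition at most 29.93% or unconfirmed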;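 note: 0% = low Mg2+ inducing control and 100% = high Mg2+ repressing control; strong numbers were not always called active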
GPR35 arrestin U2OS – inhibition of zaprinast-stimulated GPR35 beta-arrestin translocation – imaging, U2OS, beta-arrestin-GFP, zaprinast agonist, primary screen (AID 2058); 290,000 compounds, 0.052% hits; U2OS GPR35 beta-arrestin-GFP translocation imaging, zaprinast antagonism; higher % means a stronger effect; inhibition, % at 10 µM; hits with a dose series show IC50 in µM;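 active = inhibition of at least 50% with at least 30 cells and total cytoplasm GFP at most 10,000,000; inconclusive = under 30 cells or total GFP of 10,000,000 plus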
Siah-1 displacement – blockers of Siah-1 interaction with plectin peptide – biochemical, fluorescence polarization, rhodamine-plectin, uHTS, primary screen (AID 1817); Siah-1 / rhodamine-plectin peptide fluorescence polarization; higher % means a stronger effect; displacement, % at 20 µM; hits with a dose series show IC50 in µM; 290,000 compounds, 0.02% hits;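 active = displacement of at least 50% at 20 µM, with a fluorescence ratio check between 0.3 and a set limit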;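 note: plate controls were Siah plus tracer with DMSO for no effect and tracer alone without Siah for full effect; strong numbers were not always called active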
GPR55 LPI antagonism – GPR55 antagonists blocking LPI-driven arrestin recruitment, primary screen, imaging, U2OS, beta-arrestin-GFP, LPI agonist (AID 2013); U2OS GPR55 beta-arrestin-GFP translocation imaging, LPI antagonism; higher % means a stronger effect; inhibition, % at 10 µM; hits with a dose series show IC50 in µM; 290,000 compounds, 0.13% hits;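 active = spots per cell inhibited over 60%, with over 100 cells counted and total cytoplasm intensity under 500,000; inconclusive = wells with under 100 cells, flagged as likely toxic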;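 note: U2OS cells stably carrying GPR55 and arrestin-GFP stimulated by 5 µM LPI near EC80; imaged beta-arrestin-GFP aggregate spots per cell after agonist stimulation; plate controls were LPI-stimulated DMSO wells for no effect and DMSO wells without LPI for full effect; some results filed as inactive read as strong as hits; confirmed hits need IC50 under 10 µM and bright autofluorescent wells are also inconclusive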
LYP inhibition – PTPN22 lymphoid phosphatase activity blockers – biochemical, fluorescence intensity, uHTS (AID 1779). recombinant LYP phosphatase, fluorescence intensity; higher % means a stronger effect. one-dose inhibition, % at 11.5 µM; IC50 in µM for titrated hits. 290,000 compounds, 0.054% hits; in the data active = inhibition above about 50%;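 note: plate controls were vehicle with enzyme for no effect and no enzyme for full effect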
HIV fusion peptide – cell-free HIV fusion peptide-binding blockers – biochemical, uHTS, fluorescence dequenching, primary screen (AID 1986) | 290,000 compounds, 0.3% hits | cell-free peptide binding, fluorescence dequenching, 30 min; higher % means a stronger effect | one-dose inhibition, % at 20 µM; IC50 in µM for titrated hits; in the data active = inhibition mostly above about 52%, no sharp cut-off; inactive = mostly below about 76%; note: some results filed as inactive read as strong as hits
NTR1 agonist cell count 20 µM – further read-out of NTR1 agonist, marked with its call; cell count; measured here: cell count, cytotoxicity flag
Myeloid diff 2 GFP+ MAC1+ % – recorded beside Myeloid diff 2, whose call it bears; GFP+ MAC1+ double positive, %; measured here: differentiation confirmed by MAC1 staining
* marks the source's active call; other numbers are inactive results; i = inactive; u = inconclusive; x = no result given; + = active, no number. No enrichment for hits; 2.4% or so of the library scored in one or more.

Results follow in this order: Rac1 GTP hydrolysis	Myeloid diff 2	Myeloid diff 2 GFP+ MAC1+ %	NTR1 agonist	NTR1 agonist cell count 20 µM	PhoP inhibition	GPR35 arrestin U2OS	Siah-1 displacement	GPR55 LPI antagonism	LYP inhibition	HIV fusion peptide
- CC(=O)N(c1ccccc1)C1SC(=O)N(c2ccccc2)C1=O (centres undefined)
 : 10%	i	11	0.4	52	-10%	19%	-2%	-10%	-5%	1.6%
- Cc1ccc(-c2nc(Nc3cccc(C)c3)sc2CC(=O)O)cc1
 : 24%	i	2.3	-2.0	59	-2%	-16%	8%	-7%	3%	26%
- Cc1cc([N+](=O)[O-])c(C)cc1-c1ccc(/C=N/NC(=O)Cn2nnnc2N)o1
 : 4%	i	0.0	1.5	45	6%	0%	-8%	3%	-4%	-0.4%
- COc1ccc(C(=O)NNC(=O)C(=O)Nc2ccc(C)cc2)cc1
 : -1%	i	0.7	-1.9	44	7%	16%	-6%	-6%	-7%	-2.2%
- CCc1nn(CC(=O)NCCC2=CCCCC2)c(=O)c2cc3cc(F)ccc3n12
 : 15%	i	0.9	-0.3	78	-1%	11%	-2%	-29%	-7%	4.5%
- COc1cccc(C2=CC(c3ccc(C)cc3)n3ncnc3N2)c1 (centres undefined)
 : x	x	x	-2.0	70	-23%	-7%	0%	-4%	2%	-0.7%
- CN(C)CC(=O)N1CCc2ccccc2C1
 : u	i	0.4	1.5	19	9%	3%	5%	8%	0%	2.7%
- Cc1nc2c3ccccc3nc(NNC(=O)CCC(=O)N3CCN(c4ccc(F)cc4)CC3)n2n1
 : -7%	i	2.4	-0.3	67	14%	15%	-7%	4%	-6%	-2.9%
- Cc1ccnc(Sc2ccc([N+](=O)[O-])cc2[N+](=O)[O-])n1
 : 11%	i	0.5	3.0	76	2%	-1%	-10%	-9%	-14%	0.9%
- C=CCNC(=O)c1ccc(Cn2cc(C(F)(F)F)ccc2=O)cc1
 : 4%	i	0.4	-0.5	36	-2%	4%	-2%	4%	-9%	-3.7%
- CC(=O)Nc1ccc(OCCC[n+]2cccc(C(=O)[O-])c2)cc1
 : 4%	i	0.7	0.2	52	-5%	0%	0%	17%	-6%	2.5%
- CCC1CCCCN1CC(O)Cn1c2ccccc2n2c(=O)cc(C)c(C#N)c12 (centres undefined)
 : 11%	i	0.5	0.0	40	15%	2%	2%	16%	-4%	0.5%
- O=C(CCc1ccccn1)NC1CCCc2c1cnn2-c1ccc(F)cc1F (centres undefined)
 : 11%	i	0.1	0.5	52	-2%	4%	-2%	10%	2%	-0.4%
- CCN1CCN(C(=O)C2c3cc(OC)c(OC)cc3C(=O)N(C)C2c2ccc(SC)cc2)CC1 (centres undefined)
 : 6%	i	0.9	-0.2	79	-3%	3%	13%	-9%	-4%	-1.0%
- COC(=O)c1cc(C(=O)N2CCOCC2)cc([N+](=O)[O-])c1
 : 2%	i	1.2	0.3	66	-6%	6%	3%	-5%	-3%	1.6%
- C/C(Cn1nnc([N+](=O)[O-])n1)=N\NC(=O)c1ccc(C)cc1
 : 8%	i	0.3	x	x	-53%	3%	9%	8%	-5%	2.6%
- CC(=O)c1c(C)[nH]c(C(=O)Nc2ccc(Cl)c(S(=O)(=O)N(C)C)c2)c1C
 : 0%	i	0.2	0.4	41	2%	15%	-3%	-2%	3%	-2.1%
- Cc1ccc(-c2cc(-c3ccc(Cl)cc3)c(C#N)c(N)n2)o1
 : 4%	i	4.1	1.6	49	9%	4%	-1%	11%	-7%	2.3%
- Cc1cc(C)n(C(=O)COc2ccccc2C)n1
 : 2%	i	0.2	0.4	84	-2%	3%	-1%	7%	-9%	0.5%
- Cc1c(N(C)CS(=O)(=O)O)c(=O)n(-c2ccccc2)n1C
 : 10%	i	2.1	2.3	52	-8%	x	x	x	x	x
- CSc1n[nH]c(/N=C/c2oc(O)c3ccccc23)n1
 : -5%	i	0.2	1.1	66	3%	-14%	9%	4%	-6%	-0.7%
- COC(=O)CN(c1ccc(C)cc1)S(=O)(=O)c1c(C)[nH]c(=O)[nH]c1=O
 : 2%	i	8.1	-0.9	51	-8%	18%	0%	5%	-7%	-2.7%
- CCOC(=O)C(NCCCCl)c1ccccc1 (centres undefined)
 : 2%	i	1.0	-0.2	69	2%	1%	-4%	11%	-2%	-1.9%
- Nc1ccc(C(=O)OCC(=O)Nc2ccc([N+](=O)[O-])cc2C(F)(F)F)cc1
 : 6%	i	0.7	3.2	40	2%	-12%	1%	0%	-7%	1.1%
- O=C(Nc1ccccc1C(F)(F)F)N1CCN(C(c2ccccc2)c2ccccc2)CC1
 : 3%	i	0.8	2.0	76	-6%	-10%	0%	-5%	3%	7.1%
- CC(C)Oc1ccc(C(CC(=O)O)NC(=O)Cc2ccccc2)cc1 (centres undefined)
 : 11%	i	0.4	2.1	89	2%	5%	-2%	5%	-5%	-2.9%
- CC(C)(C)C1CCc2c(C(=O)NNC(=O)CCCC(=O)O)csc2C1 (centres undefined)
 : 7%	i	0.8	3.4	46	-7%	-8%	8%	-2%	0%	4.9%
- COc1ccc(/C(C)=N/NC(=O)CNC(=O)/C=C\c2ccccc2)c(OC)c1
 : -5%	i	2.9	0.3	71	-1%	4%	-5%	-14%	-2%	-1.2%
- O=C(Nc1ccc(F)cc1)c1cccc(N2C(=O)C3C4C=CC(C4)C3C2=O)c1 (centres undefined)
 : 8%	+	2.2*	-0.4	74	9%	3%	7%	13%	-5%	1.2%
- Cc1ccc(NC(=O)c2ccc(CNc3c(N4CCC(C)CC4)c(=O)c3=O)cc2)cc1
 : 9%	i	0.0	1.2	51	-11%	-4%	0%	-2%	1%	1.9%
- CCOC(=O)c1c(NC(=O)CSc2nnc(-c3c[nH]c4ccccc34)n2CCOC)sc2c1CCCC2
 : 2%	i	3.4	15	65	5%	-13%	-2%	11%	12%	0.7%
- CCOC(=O)c1ccc(NC(=O)CN2C(=O)CSC(C)C2=O)cc1 (centres undefined)
 : 0%	i	0.2	-1.7	95	-2%	5%	6%	15%	-5%	-2.5%
- COc1ccc(C2(O)C(=O)Nc3ccccc32)cc1 (centres undefined)
 : 11%	i	0.4	1.1	47	4%	-1%	5%	0%	-6%	-0.4%
- COc1cc(NC(=S)N2c3ccccc3CC2C)cc(OC)c1 (centres undefined)
 : 9%	i	1.7	2.1	72	1%	0%	16%	8%	-7%	-0.4%
- CCOC(=O)c1ccc(NC(=S)N2CCSC2c2ccc(Br)cc2)cc1 (centres undefined)
 : 10%	i	0.6	17	76	-1%	2%	-1%	9%	-6%	2.6%
- CSCCC(NC(=O)c1ccc([N+](=O)[O-])cc1Cl)C(=O)OCC(=O)N(C)C (centres undefined)
 : 1%	i	0.5	2.6	56	4%	-2%	14%	0%	-5%	-3.5%
- Cc1ccc(SCc2nc(-c3ccccn3)no2)cc1
 : 5%	i	0.6	0.6	58	-1%	1%	0%	-4%	-5%	-2.0%
- Nc1nonc1C(=O)N/N=C\c1cc2c(cc1Cl)OCO2
 : 3%	i	0.7	0.2	52	2%	1%	26%	3%	-3%	-0.4%
- COC(=O)CSc1nc(-c2ccc(C)cc2)c2c(c1C#N)CCCC2
 : 1%	i	1.2	7.8	88	3%	-4%	1%	0%	0%	-1.3%
- COc1cccc(C2CC(=O)N3CN(c4ccccc4F)CSC3=C2C#N)c1 (centres undefined)
 : 29%	i	2.7	-0.5	105	12%	-6%	2%	-1%	-4%	-1.9%
- CC(=O)Nc1cccc(NC(=O)CSc2nc(=O)n(CCCN3CCOCC3)c3c2CCC3)c1
 : 3%	i	0.5	-0.6	45	-2%	x	x	x	x	x
- COc1ccc(C(=O)Nc2ccc3c(c2)OCCO3)cc1[N+](=O)[O-]
 : 3%	i	0.2	0.6	37	2%	2%	-8%	10%	0%	-1.4%
- O=C(O)c1ccccc1/C=N/NC(=S)NC1CCCCC1
 : -10%	i	1.0	-0.3	59	-9%	-3%	-5%	-4%	-1%	1.5%
- O/N=C/c1cn(-c2ccc(Cl)cc2)nn1
 : x	i	0.2	2.2	60	-6%	-4%	-5%	-3%	-6%	-0.4%
- Cc1ccc2oc(=O)c(/C=C(\O)c3ccco3)nc2c1
 : 18%	i	0.8	2.3	53	-6%	5%	4%	1%	-10%	5.4%
- CC(C)NC(=NCc1ccc(Cl)cc1Cl)Nc1ccccc1
 : -2%	i	0.7	2.6	81	21%	5%	-4%	7%	-8%	-2.0%
- CCOc1ccccc1/C=N/NC(=O)c1nnn(-c2nonc2N)c1CN1CCCC1
 : 10%	i	4.0	1.2	48	-5%	-1%	4%	7%	0%	2.5%
- Cc1cc(C=O)c(C)n1-c1cc(C(=O)O)cc(C(=O)O)c1
 : 3%	i	0.1	0.7	39	-2%	-6%	-11%	-1%	-4%	11%
- C=CCNC(=S)Nc1ccc(OC)c(S(=O)(=O)N2CCOCC2)c1
 : 2%	i	0.4	2.2	57	18%	-4%	0%	13%	-2%	0.9%
- O=C(NC1CCCCCC1)c1cc(S(=O)(=O)N2CCOCC2)ccc1N1CCCCC1
 : -10%	i	1.1	2.0	66	-2%	11%	2%	-1%	0%	-3.0%
- COC(=O)N/N=C/c1ccc(-c2ccc(C)c(Cl)c2)o1
 : 9%	i	0.3	-1.0	68	-3%	-4%	1%	-2%	0%	-2.8%
- Cc1ccccc1NC(=O)N1CCc2ccccc2C1
 : 10%	i	0.6	1.4	66	7%	-5%	13%	6%	-9%	0.6%
- Cc1cc(C)cc(NC(=O)Cn2cnc3c(nnn3Cc3ccc(F)cc3)c2=O)c1
 : 0%	i	0.4	0.0	81	-7%	1%	-3%	5%	-5%	-2.1%
- CCN(CC)S(=O)(=O)c1cccc(NC(=O)COC(=O)c2cc(C)oc2C)c1
 : 10%	i	1.2	-1.1	106	1%	4%	-3%	6%	-4%	0.2%
- CCOC(=O)NC(Nc1cc(C)on1)(C(F)(F)F)C(F)(F)F
 : 10%	i	0.5	0.4	67	-2%	8%	-4%	-3%	3%	18%
- COc1ccc(S(=O)(=O)NCCC(=O)NCc2ccc(F)cc2)cc1
 : 8%	i	1.1	0.5	66	4%	4%	4%	21%	-6%	0.0%
- COc1ccccc1NC(=O)N1CCc2[nH]c3ccc(F)cc3c2C1
 : 3%	i	0.4	1.1	49	7%	16%	-4%	4%	-9%	-0.9%
